GSK3B inh = human GSK3beta kinase inhibitors, primary screen, biochemical, cell-free homogeneous, HTS | activity score (negative = inhibition), % at 10 µM | GST-GSK3beta kinase, ADP-Glo luminescence, 60 min; stronger effect = lower value | hit rate 0.038% among 300,000;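 active means more than half of replicate wells score below -50%, meaning over 50% inhibition versus plate controls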;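 further: 0% = median DMSO wells and -100% = median GW8510 positive control wells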
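Test system – GST-tagged human GSK3beta kinase, cell-free · Incubation – 60 min enzyme reaction, room temperature · Signal – ADP-Glo luminescence · Also added – peptide substrate and ATP at 25 µM · Controls – DMSO neutral wells and GW8510 at 20 µM as positive · Buffer or medium – Tris/MgCl2 kinase buffer · Measure – Luminescence-derived activity versus plate DMSO and GW8510 wells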
RGS4 act = RGS4 potentiators or activators, primary screen, cell-based, HEK293 M3R inducible RGS4, calcium flux; carbachol calcium flux Fluo4; stronger effect = lower value; B-score at 10 µM; hit rate 0.92% among 310,000; AID 463111, 2010;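 active means B-score of the integrated calcium signal more than 4 SD below the library mean, with starting fluorescence not abnormally high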;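 further: negative B-score means reduced calcium response which marks RGS4 activation or potentiation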
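Assay system: HEK293 FlpIn-TREx cells, stable M3R, doxycycline-inducible RGS4 / Probe or stimulus: carbachol, ECmax concentration / Times: overnight RGS4 induction, 30 min dye load 37 °C, 20 min compound RT / Signal: kinetic calcium fluorescence imaging with Fluo4-AM dye, 2 µM / Measure: Agonist-evoked peak-minus-minimum fluorescence over baseline, integrated ratio, B score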
GSK3A inh = blockers of GSK3A enzyme activity – biochemical, luminescence, cell-free homogeneous, HTS, primary screen; AID 2650, 2010; GSK-3 alpha kinase, ADP-Glo luminescence, 60 min; Glycogen synthase kinase-3 alpha (Homo sapiens), P49840; inhibition, % at 10 µM; hit rate 0.1% among 320,000;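 in the data active means inhibition above about 50%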;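 further: GST-tagged GSK-3 alpha with peptide substrate and 25 µM ATP; 0% = DMSO neutral wells and 100% = GW8510 positive control wells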
RGS4 block = RGS4 inhibitors, primary screen, cell-based, HEK293 M3R inducible RGS4, calcium flux; Regulator of G-protein signaling 4 (Homo sapiens), P49798; Fluo-4 calcium flux; stronger effect = higher value; triggered by carbachol at its EC20; B-score at 10 µM; hit rate 0.45% among 310,000; AID 463165, 2010;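 active means B-score, a plate-corrected calcium signal, over three deviations above library mean, with baseline fluorescence within five deviations of library mean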;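 further: RGS4 expression induced by doxycycline in cells with stable M3 receptor; B-score is computed from the integrated fluorescence ratio over baseline after carbachol; higher B-score means a larger calcium signal and so more RGS4 inhibition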
Target sequence (P49798 whole entry, looked up): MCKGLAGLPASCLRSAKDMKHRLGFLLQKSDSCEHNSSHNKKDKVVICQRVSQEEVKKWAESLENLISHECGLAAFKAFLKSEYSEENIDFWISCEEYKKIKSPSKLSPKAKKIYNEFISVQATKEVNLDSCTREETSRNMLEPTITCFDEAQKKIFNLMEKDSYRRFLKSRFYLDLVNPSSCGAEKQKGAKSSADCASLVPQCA
Dyrk1A ADPGlo = rat Dyrk1A kinase inhibitors, primary screen, biochemical, single point, plate reader. hit rate 0.43% among 310,000. Dual specificity tyrosine-phosphorylation-regulated kinase 1A (Rattus norvegicus), Q63470. ADP-Glo luminescence, NFATc1 peptide. inhibition, % at 12.5 µM. AID 504441, 2011; in the data active means inhibition above about 50%;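 further: plate controls were vehicle with enzyme for no effect and no enzyme for full effect; many of its hits are not listed in these tables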
hERG protect = hERG rescue from dofetilide block, primary screen, cell-based, CHO-hERG, FluxOR thallium flux, dofetilide IC70. dofetilide IC70 present. activation (rescue from dofetilide block), less the hit threshold, % at 10 µM. hit rate 0.51% among 310,000. AID 1511, 2009;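 active means activation above the mean of controls blocked by dofetilide plus 5 SD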;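 further: thallium influx through hERG after potassium depolarization seen as dye fluorescence rise; in these data hits start at about 4.7%; inactives centre near -7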
PolyA inh = polyadenylation inhibitors in yeast reporter cells, primary screen, luminescence, S. cerevisiae; hit rate 0.02% among 300,000; S. cerevisiae SKY197-pL101 polyadenylation reporter, beta-gal luminescence; efflux-impaired pdr1/pdr3 knockout yeast; score 100 = 6 SD above DMSO; calls only at 12 µM;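 active means lowest replicate activity score at least 50, where 100 means six control SD above control mean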;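 further: yeast exposed to compound for 9 h at 30 °C; higher score means more reporter readthrough which indicates perturbed polyadenylation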
KCNK3 block = human KCNK3 channel inhibitors, primary screen, CHO cells, FluxOR thallium flux, B-score; Potassium channel subfamily K member 3 (Homo sapiens), O14649; FluxOR fluorescence; stronger effect = lower value; B-score at 10 µM; hit rate 0.84% among 340,000; AID 602410, 2012;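 active means B-score under library mean minus 4 SD, starting fluorescence ratio at most library mean plus 5 SD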;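 further: more negative B-score means stronger inhibition of thallium flux through KCNK3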
KCNK9 block = KCNK9 potassium channel inhibitors, primary screen, HEK293 cells, thallium flux | B-score at 10 µM | Potassium channel subfamily K member 9 (Homo sapiens), Q9NPC2 | AID 488922, 2010 | FluxOR thallium flux fluorescence; stronger effect = lower value | hit rate 1.2% among 310,000;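 active means ratio B-score over 3 SD below the library mean, with starting fluorescence within 5 SD of its mean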;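 further: negative B-score means less thallium flux so channel inhibition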
KCNQ1 block = inhibitors of human KCNQ1 channel, primary screen, cell-based, thallium flux, high-throughput; Potassium voltage-gated channel subfamily KQT member 1 (Homo sapiens), P51787; CHO-K1 KCNQ1, FluxOR thallium flux fluorescence; stronger effect = higher value; B-score at 10 µM; hit rate 1.3% among 310,000; AID 2642, 2010;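 active means compounds whose thallium flux B-score, printed positive for inhibition, exceeds three library SD while starting fluorescence stays within three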;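 further: channel opened by potassium depolarization with thallium stimulus after 20 min compound exposure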
Target sequence (P51787 whole entry, looked up): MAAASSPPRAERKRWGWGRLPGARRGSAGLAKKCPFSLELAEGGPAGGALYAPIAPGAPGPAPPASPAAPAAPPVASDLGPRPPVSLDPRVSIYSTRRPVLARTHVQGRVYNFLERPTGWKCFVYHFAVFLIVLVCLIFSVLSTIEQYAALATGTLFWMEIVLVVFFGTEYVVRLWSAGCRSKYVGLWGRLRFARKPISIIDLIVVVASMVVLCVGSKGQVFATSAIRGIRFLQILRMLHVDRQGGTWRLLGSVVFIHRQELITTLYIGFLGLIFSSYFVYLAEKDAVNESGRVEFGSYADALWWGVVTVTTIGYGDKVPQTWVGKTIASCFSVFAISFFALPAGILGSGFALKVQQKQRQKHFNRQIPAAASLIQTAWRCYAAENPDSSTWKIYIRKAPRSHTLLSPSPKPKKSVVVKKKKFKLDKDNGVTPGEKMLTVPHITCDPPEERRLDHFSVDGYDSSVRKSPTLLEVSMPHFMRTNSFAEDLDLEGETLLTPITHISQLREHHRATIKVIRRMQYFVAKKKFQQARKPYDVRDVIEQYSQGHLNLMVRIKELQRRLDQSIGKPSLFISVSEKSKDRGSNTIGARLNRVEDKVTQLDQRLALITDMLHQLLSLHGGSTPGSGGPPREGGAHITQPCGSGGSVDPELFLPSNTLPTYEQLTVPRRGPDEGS
KCNQ1 act = potentiators or activators of KCNQ1 channel, primary screen, cell-based, thallium flux, high-throughput | hit rate 0.35% among 310,000 | Potassium voltage-gated channel subfamily KQT member 1 (Homo sapiens), P51787 | AID 2648, 2010 | B-score at 10 µM | CHO-K1 KCNQ1, thallium flux FluxOR fluorescence; stronger effect = higher value;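 active means fluorescence ratio B-score, a plate-corrected score, at least three library SD, with initial intensity B-score within 5 SD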
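System: Stable KCNQ1 CHO-K1 line | Incubation: 90 min dye loading and 20 min compound exposure, both at room temperature | Measure: Ratio B score | Medium: Assay buffer for compound exposure, DMSO matched across wells | Compound dosing: Single-concentration screen | Probe or stimulus: K+/Tl+ depolarizing stimulus | Measured by: Kinetic FluxOR fluorescence, 10 s baseline plus 110 s post-stimulus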
* = called active by the depositor; i = inactive; nt = not tested or not shown.

Structure	GSK3B inh	RGS4 act	GSK3A inh	RGS4 block	Dyrk1A ADPGlo	hERG protect	PolyA inh	KCNK3 block	KCNK9 block	KCNQ1 block	KCNQ1 act
CCN(CC)CCNC(=O)c1cn(-c2ccccc2)nc1-c1cccs1	5	i	-5	i	4	-13	i	i	i	i	i
Cc1ccc(Cn2nnc3c(=O)n(CC(=O)NCC4CCCO4)cnc32)cc1 (stereo not drawn)	-19	i	-3	i	-1	-5	i	i	i	i	i
CCCN1CCN(CCCNC(=O)Cn2nc(-c3ccccc3)ccc2=O)CC1	0	i	-1	i	-6	-2	i	i	i	i	i
COc1ccc(OCCSc2nc3ccccc3c(=O)[nH]2)cc1	0	i	-1	i	2	-6	i	i	i	i	i
CCOc1ccccc1Nc1cc2n(c(=O)n1)CCc1cc(OC)c(OC)cc1-2	3	i	6	i	17	-6	i	i	i	i	i
CCC1Sc2ccc(S(=O)(=O)Nc3cc(OC)cc(OC)c3)cc2NC1=O (stereo not drawn)	2	i	-1	i	-4	-9	i	i	i	i	i
CCC(=O)Nc1ccc(NC(=O)CSc2nnnn2Cc2ccccc2)cc1C	1	i	nt	i	-2	-7	i	i	i	i	i
COc1cc(NC(=O)COC(C)=O)c(C)cc1[N+](=O)[O-]	3	i	0	i	0	0	i	i	i	i	i
COc1cccc(-c2nnc3n2N=C(c2cccc(Br)c2)CS3)c1	1	i	0	i	-1	-9	i	i	i	i	i
COc1ccc(C(=O)NCC(=O)NC2=NCCS2)cc1	1	i	2	i	-2	-8	i	i	i	i	i
COCCCNC(=O)C(CC(N)=O)NC(=O)OCc1ccccc1 (stereo not drawn)	-3	i	-4	i	13	-5	i	i	i	i	i
COc1ccc(Cl)cc1S(=O)(=O)N1CCN(CC(=O)C(C)(C)C)CC1	0	i	3	i	5	-11	i	i	i	i	i
Cc1ccc(S(=O)(=O)N(C)CC(=O)N2CCCCCC2)cc1	-4	i	2	i	6	-3	i	i	i	i	i
CCc1ccccc1NS(=O)(=O)c1cccc2nsnc12	-2	i	2	i	2	-1	i	i	i	i	i
COc1ccc(-c2cc(C(F)(F)F)nc(-n3cc(Cl)cn3)n2)cc1	2	i	-2	i	7	-14	i	i	i	i	i
CCOC(=O)c1ccccc1NC(=O)C(C)Oc1ccccc1 (stereo not drawn)	0	i	0	i	0	-9	i	-10*	i	i	i
CC(C)c1c(O)nc(SCc2ccccc2)[nH]c1=O	3	nt	-3	nt	-5	nt	i	i	nt	nt	nt
COc1ccc(S(=O)(=O)N2Cc3ccccc3CC2C(=O)Nc2ccc3c(c2)OCO3)cc1 (stereo not drawn)	-3	i	-2	i	-6	-8	i	i	i	i	i
CN1CCN(C(=O)c2cn(-c3ccccc3)nc2-c2cccs2)CC1	0	i	-3	i	-2	-5	i	i	i	i	i
O=C(O)CCN=C1CCc2ccccc2N1	0	i	-8	i	nt	-8	i	nt	i	i	i
COc1ccc2c(CC(=O)Nc3nc(C)cs3)coc2c1	4	i	1	i	nt	-8	i	i	i	i	i
Cc1ccc(C(=O)N2CCN(c3ccccc3)CC2)cc1NC(=O)c1ccco1	3	i	-1	i	3	-9	i	i	i	i	i
CCOC1C(=O)NC(=O)N1Cc1ccccc1 (stereo not drawn)	5	i	7	i	1	-5	i	-9.3*	i	i	i
Cc1ccc(C(=O)NC2CCCC2)cc1S(=O)(=O)N1CCCCC1	1	i	2	i	1	-9	i	i	i	i	i
CCOP(=O)(OCC)/C(=N/OC(=O)c1ccc(OC)cc1)C(N)=O	2	i	-6	i	3	1	i	i	i	i	i
COc1cc(C(C(=O)Nc2c(C)cccc2C)N(C)C(=O)c2ccc(-n3cnnn3)cc2)ccc1O (stereo not drawn)	3	i	-3	i	12	-10	i	i	i	i	i
O=C(NCC1CCCO1)C(c1ccncc1)N(Cc1cccs1)C(=O)Cn1nnc(-c2ccc(F)cc2)n1 (stereo not drawn)	0	i	1	i	-1	-16	i	i	i	i	i
O=C(O)COc1ccccc1/C=N/NC(=O)CNC(=O)c1ccco1	2	i	11	i	7	-8	i	i	i	i	i
C[N+]1(CCC(=O)c2ccccc2)CCCCC1	3	i	0	i	-3	-10	i	i	i	i	i
CC(/C=N/NC(=O)CSc1nc2ccccc2n1C)=C\c1ccco1	1	i	0	i	-3	-24	i	i	i	i	i
CC1CCCCN1CCNC(=O)c1ccc2c(c1)N(Cc1ccccc1)C(=O)c1ccccc1S2(=O)=O (stereo not drawn)	2	i	nt	i	-2	-11	i	i	i	i	i
CCN1C(=O)C2(C(C#N)=C(N)Oc3cc(C)oc(=O)c32)c2ccccc21 (stereo not drawn)	-1	i	2	i	5	-4	i	i	i	i	i
CCn1c(CC(=O)Nc2ccccc2)n[nH]c1=S	0	i	6	i	nt	-16	i	i	i	i	i
COc1ccc(Cl)cc1NC(=O)COC(=O)C(CC(C)C)N1C(=O)C2CC=CCC2C1=O (stereo not drawn)	1	i	-2	i	-3	-6	i	i	i	i	i
CC1(C)C(=O)Nc2ccccc2N1C(=O)COc1ncnc2c(Cl)cc(Cl)cc12	1	i	0	i	5	-7	i	i	i	i	i
CCOCCCNC(=O)CCCn1nc(C)n2c(cc3sccc32)c1=O	2	i	-3	i	0	-12	i	i	i	i	i
CC1Cc2nc(SCC(=O)N3CCCC3)n(C)c(=O)c2S1 (stereo not drawn)	1	i	1	i	1	-7	i	i	i	i	i
C=Cn1ccnc1P(=S)(c1ccc2c(c1)c1ccccc1n2CC)c1nccn1C=C	-4	i	0	i	3	-1	i	i	i	i	i
CCCCN(C)CCOc1ccccc1OCC	2	i	1	i	-1	-1	i	i	i	i	i
CC1CCN(S(=O)(=O)c2cccc(C(N)=O)c2)CC1	-4	i	-1	i	-5	-6	i	i	i	i	i
C/C(=N/NC(=O)CN1CCN(Cc2ccccc2Cl)CC1)c1ccncc1	1	i	-1	i	-3	-5	i	i	i	i	i
CNC(=O)CSc1nnc(-c2cccnc2)n1CCc1ccccc1	3	i	0	i	4	-7	i	i	i	i	i
CCOC(=O)c1c(-c2ccc(C)cc2)csc1NC(=O)CCSc1nnc2ccccn12	6	i	-2	i	-3	-13	i	i	i	i	i
Cc1cc(C)cc(N(C(=O)CCC(=O)Nc2ccccn2)C(C(=O)NC(C)C)c2ccc(O)cc2)c1 (stereo not drawn)	4	i	-2	i	nt	-4	i	nt	i	i	i
CN1CCN(CC(=O)c2ccccc2F)CC1	2	i	-3	i	-2	-7	i	i	i	i	i
COc1cc2ncnc(NCc3ccco3)c2cc1OC	1	i	0	i	6	-16	i	i	i	i	i
CC(C)(CO)CN1CCC(n2nccc2NC(=O)C2CCCC2)CC1	0	i	0	i	-2	-11	i	i	i	i	i
S=c1nc2ccccc2c2nc(-c3ccccc3Br)[nH]n12	-1	i	2	i	14	-4	i	i	i	i	i
COc1ccc(C(=O)N/N=C(\C)Cn2cnc([N+](=O)[O-])n2)cc1	1	i	nt	i	-4	-3	i	i	i	i	i
COC(=O)N/N=C/c1cccnc1	0	i	-1	i	3	-5	i	i	i	i	i
Cc1oc(-c2ccccc2Cl)nc1CS(=O)CC(=O)NCCc1ccccc1 (stereo not drawn)	-1	i	-3	i	2	-8	i	i	i	i	i
Nc1ncnc2nc(SCC(=O)Nc3ccccc3F)[nH]c12	-2	i	-1	i	2	-7	i	i	i	i	i
COc1cccc(C2c3[nH]c4ccccc4c3C[C@H]3C(=O)N(CCCO)CC(=O)N23)c1OC (stereo partly drawn)	2	i	-1	i	0	-5	i	i	i	i	i
CCOC(=O)C1CCN(C(=O)C2CCN(S(=O)(=O)c3cc(Cl)ccc3Cl)CC2)CC1	0	i	-2	i	1	-11	i	i	i	i	i
O=C(NCCN1CCCCC1)Nc1ccccc1Cl	1	i	0	i	-2	4	i	i	i	i	i
COC(=O)c1c(-c2snnc2C)n[nH]c1C	-7	i	0	i	6	0	i	i	i	i	i
C=CCN(CC=C)C(=O)C1CC(=O)N(c2ccc(Br)cc2)C1 (stereo not drawn)	0	i	3	i	0	-6	i	i	i	i	i
O=C(Nc1ccc(NC(=S)NC(=O)C(c2ccccc2)c2ccccc2)cc1)c1ccccc1	-1	i	0	i	-6	-10	i	i	i	i	i
O=c1c(-c2ccccc2)c(O)c2c(n1-c1ccccc1)CCCC2	-1	i	-3	i	5	-1	i	i	i	i	i
NC(N)=N/N=C/c1ccc(OCc2ccccc2Cl)cc1	-8	-10*	4	i	18	-32	i	i	i	i	i
CCC1Cc2c(nc(N)c3c(N)nc(N4CCCCC4)c(C#N)c23)O1 (stereo not drawn)	2	i	-1	i	nt	-3	i	-9.6*	i	i	i
CCc1ccc(N2Cc3ccccc3C2)cc1	-1	i	-2	i	nt	-15	i	i	i	i	i

This is a subset; the hit share may differ from the screen's.
